MKP-3 inhibition – MKP-3 phosphatase inhibitors, primary screen, biochemical, rat enzyme, in vitro (AID 425) | 110,000 tested, 0.17% active | one-dose inhibition, % at 20 µM; IC50 in µM for titrated hits | recombinant MKP-3 phosphatase activity, fluorescence; higher % means a stronger effect; in the data active = inhibition above about 50%;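 note: plate controls were vehicle for no effect and reference inhibitor for full effect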
Hsp70 displacement – Hsp70 inhibitors, probe displacement, primary screen, biochemical, fluorescence polarization (AID 583). Hsp70 fluorescence polarization probe displacement, mP; higher % means a stronger effect. one-dose displacement, % at 20 µM; IC50 in µM for titrated hits. 140,000 tested, 0.06% active; in the data active = displacement above about 50%;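 note: plate controls were vehicle for no effect and reference ligand for full effect; a part of the inactive calls stands beside numbers as strong as those of hits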
* hit, by the source's call; x = no result given; & = joins results of further samples. Not all compounds are listed (hit frequency here may not be typical).

SMILES	MKP-3 inhibition	Hsp70 displacement
CCOc1ccc2nc(SC(C)C(N)=O)[nH]c2c1 (stereo not drawn)	-4%	1.4%
O=C(Cc1cccs1)Nc1cccc(/C=C/C(=O)c2ccccc2)c1	13%	4.0%
COc1cc(C2/C(=C(/O)c3ccc(OCC(C)C)cc3)C(=O)C(=O)N2CCN(C)C)ccc1O (stereo not drawn)	5%	5.0%
CCNc1ccc2c(Cl)cc(=O)oc2c1	-9%	0.4%
CCc1cc2c(NCCC(=O)O)ncnc2s1	1%	8.2%
Cc1ccc2cccc(OCC(=O)NCc3ccco3)c2n1	-1%	6.4%
Cc1ccc(C(=O)C(C(=O)C(=O)Nc2ccccc2)C(c2ccccc2)c2ccccc2)cc1 (stereo not drawn)	0%	3.7%
O=C(/C=C/c1ccc(-c2cc(Cl)ccc2Cl)o1)c1ccco1	11%	-3.0%
Cn1c(SCc2ccccc2)nnc1-c1ccc2c(c1)OCO2	-7%	0.7%
Cc1[nH]n(-c2ccccc2)c(=O)c1-c1cccc(Cl)c1	x	2.8%
CCC(c1nnnn1CS(=O)(=O)c1ccc(C)cc1)N1CCN(c2nc3ccccc3s2)CC1 (stereo not drawn)	-6%	1.4%
CCCNC(=O)c1cc(S(=O)(=O)N2CCc3ccccc32)ccc1F	0%	-0.6%
CCOc1ccc(N(CC(=O)Nc2ccc3c(c2)OCCO3)S(=O)(=O)c2c(C)noc2C)cc1	1%	-6.6%
COCCN(Cc1cc2cc3c(cc2[nH]c1=O)OCO3)C(=O)c1cccs1	-5%	7.1%
CCC1CCC2(CC1)NC(CO)(CO)CO2 (stereo not drawn)	-2%	5.0%
O=C(c1cc(-c2ccc(Cl)c(Cl)c2)on1)N1CCCC1	0%	1.2%
N#Cc1cc(C#N)c(SCC(=O)Nc2nccs2)nc1N	4%	-0.5%
CCOc1ccc(C(=O)Nc2cc(C)c3c(=O)oc4ccccc4c3n2)cc1	-4%	-12%
CCOC(=O)/C(C#N)=C1/C=Cc2ccccc2N1CC	-15%&8%	-0.8%&-0.5%
CCOC(=O)N1CCC(NC(=O)C(CC(C)C)NC(=O)C2CCCCC2)CC1 (stereo not drawn)	0%	3.9%
O=C(OCc1ccc2c(c1)OCO2)c1cccc(S(=O)(=O)N2CCCCC2)c1	x	-2.2%
COc1ccc(CCN2C(=O)CC(N3CCN(c4ccccn4)CC3)C2=O)cc1OC (stereo not drawn)	-4%&1%	-2.1%&1.0%
CCSc1nnc(-c2ccc(Cl)cc2)c2ccccc12	2%	-1.2%
N#CCSc1nc2c(cc1C#N)CCCCCC2	-8%	1.4%
COCCn1c(SCC(=O)Nc2sc(C)c(C)c2C#N)nnc1C(C)C	-6%	4.2%

Following part
SMILES	MKP-3 inhibition	Hsp70 displacement
O=C(OCc1nnc(-c2ccccc2)o1)c1ccc(S(=O)(=O)NCc2ccco2)cc1	-3%	2.1%
CCc1ccc(CN2CCN(C(=O)CC(C)C)CC2)cc1	2%	-2.8%
O=C1NC(=Nc2cccc(O)c2)S/C1=C\c1ccc(F)cc1	-2%	-10%
COc1ccc(/C=C(/C#N)C(=O)Nc2cccc(Br)c2)c(C)c1	4%	-0.4%
CCOc1cccc(-c2nnc(NC(=O)c3ccco3)s2)c1	0%	1.3%
O=C(c1cccc(S(=O)(=O)N2CCCC2)c1)N1CCN(c2ccccc2F)CC1	-8%	-0.4%
CCOc1ccc(N(CC(=O)NCC2CCCO2)C(=O)CCC(=O)Nc2ccccn2)cc1 (stereo not drawn)	x	0.1%
CC(=O)NC1=NN(C(C)=O)C(C)(c2cccc(NC(C)=O)c2)S1 (stereo not drawn)	3%	0.0%
C=CCn1c(SCC(C)C)nc(O)c(Cc2ccccc2)c1=O	3%	3.0%
CN1C(=O)C(CC(=O)N2CCN(C(c3ccccc3)c3ccccc3)CC2)N(C)C1=O (stereo not drawn)	1%	-3.3%
COCC(=O)N(Cc1cc2cc(OC)ccc2[nH]c1=O)c1ccc(C)cc1	-4%	-2.2%
Cc1cc(S(=O)(=O)N(Cc2ccccn2)Cc2ccco2)ccc1-n1cnnn1	-8%	-3.5%
CCOC(=O)C(CC#CCN(C)C)(CC#CCN(C)C)C(=O)OCC	-2%	-1.3%
CCOC(=O)N1CCC(NC(=O)CCc2c(C)nc3c(c(C)nn3C(C)(C)C)c2C)CC1	-2%	5.1%
CC1CCCCN1C(=O)Cc1ccc(Cl)cc1 (stereo not drawn)	0%	9.1%
COc1ccc(N2C(=O)NC(=O)/C(=C\c3ccc(O)c(Cl)c3)C2=O)cc1	-1%	1.1%
CC(C)(C)NS(=O)(=O)c1ccc(CCC(=O)Nc2ccc3c(c2)OCO3)cc1	x	8.9%
O=C(NCc1ccncc1)Nc1ccccc1Cl	5%	-0.4%
O=C(Nc1ccccc1)N(Cc1cccs1)C1CCCC1	-2%	0.6%
CC(C)OC(=O)CN1C(=O)C(=O)c2ccccc21	x	2.8%
COCCN(Cc1cc2cc3c(cc2n2nnnc12)OCO3)C(=O)c1ccccc1F	-10%	-0.3%
Cc1c(N2C(=O)S/C(=C\c3ccc(N(C)C)cc3)C2=O)c(=O)n(-c2ccccc2)n1C	4%	-26%
CCc1cccc(OCCCN2C(=O)NC(C)(C)C2=O)c1	x	7.7%
O=C(NCCCn1ccnc1)c1ccccc1Br	-4%	3.3%
O=C1NCCCC1C(=O)NCCNC(=O)C(F)(F)F (stereo not drawn)	-3%	9.4%

New compounds follow
SMILES	MKP-3 inhibition	Hsp70 displacement
Cn1c(=O)c2c(nc(N3CCCCCC3)n2CC(=O)c2ccc(Br)cc2)n(C)c1=O	3%	-4.6%
COc1ccc(C2Nc3ccccc3C(=O)N2c2ccc(Br)cc2)cc1 (stereo not drawn)	0%	4.9%
O=C(O)c1ccc(CS(=O)c2cccc(C(F)(F)F)c2)o1 (stereo not drawn)	8%	-6.2%
COc1ccc(NC(=O)C2CCCN(S(=O)(=O)c3ccc(C)cc3)C2)cc1OC (stereo not drawn)	-15%	3.7%
CC(C)C(NC(=O)OCc1ccccc1)C(=O)O (stereo not drawn)	x	-0.5%
c1ccc(N=P(c2nc3ccccc3o2)(N2CCOCC2)N2CCOCC2)cc1	-3%	0.1%
CCOc1cc(/C=N/n2cnnc2)ccc1OCCOc1ccc(C)cc1	4%	1.8%
Cc1c(NC(=O)c2c(Cl)cccc2Cl)c(=O)n(-c2ccccc2)n1C	0%	-0.9%
CCSc1nnc(NC(=O)c2ccc(Cl)c(Cl)c2)s1	0%	5.8%
COCCCNC(=O)CN(c1ccc(OC)cc1OC)S(C)(=O)=O	3%	1.9%
COc1ccc(N2C(=O)C3CCCN3C2c2cc(OC)c(OC)c(OC)c2)cc1 (stereo not drawn)	-10%	5.2%
CCOC(=O)Nc1ccc(C(N)=O)cc1	-3%	3.3%
COc1ccc(CN(C(=O)Cn2nnc3ccccc32)C(C(=O)NC(C)(C)C)c2ccco2)cc1 (stereo not drawn)	0%	-5.7%
CCN(CC)CCNC(=O)c1cn(C)c2ccc(S(=O)(=O)N(C)C3CCCCC3)cc2c1=O	-2%	-9.9%
C=CCc1cccc2cc(C(=O)NC3=C(C#N)CCC3)c(=O)oc12	-2%	2.7%
O=c1c2ccccc2c(C=NCCCN2CCOCC2)c(O)n1Cc1ccccc1	2%	-1.8%
CSC1=C(C#N)C(c2ccc3c(c2)OCO3)C2=C(CCCC2=O)N1 (stereo not drawn)	x	3.9%
CCCCOc1ccc(C(=O)NCCOc2ccccc2Cl)cc1	5%	-1.9%
CCOc1ccc(C(C)NC(=O)CCC(=O)O)cc1 (stereo not drawn)	0%	-2.4%
O=[N+]([O-])c1ccc(Cl)c(/C=N/N2CCN(Cc3ccc(Cl)cc3)CC2)c1	x	1.0%
Cc1cc(C)cc(-n2c(C)cc(/C=N/NC(=O)c3cccnc3)c2C)c1	2%	3.5%
CC(C)(C)c1ccc(-c2nnc(SCCC#N)n2C2CCCC2)cc1	7%	0.2%
O=C(Nc1ccccc1Cl)c1cccs1	0%	-6.2%
Cn1c(NC(=O)c2ccc([N+](=O)[O-])cc2Cl)cc(=O)n(C)c1=O	2%	-3.9%
CCCc1[nH]nc2c1C(c1ccccc1Br)C(C#N)=C(N)O2 (stereo not drawn)	1%	3.8%

The list goes on:
SMILES	MKP-3 inhibition	Hsp70 displacement
Cc1ccc(-c2nnn(CC(=O)Nc3cccc4cccnc34)n2)o1	-4%	5.0%
O=C(c1cc2cc(Br)cc(Br)c2oc1=O)N1CCCC1	x	0.9%
Cc1nc2oc(C(=O)c3ccccc3)c(N)c2c2c1COC(C)(C)C2	-9%	-1.6%
CCC(c1nnnn1CCOC)N(Cc1ccc(C)cc1)Cc1cc2cc(OC)ccc2[nH]c1=O (stereo not drawn)	-6%	4.4%
CCOC(=O)C1CCN(Cc2c(O)ccc3ccccc23)CC1	-7%&-1%	-2.2%&4.4%
CC(NC(=O)NCCCC(=O)O)(C(F)(F)F)C(F)(F)F	6%	2.6%
CCN(CC)c1ccc(/C=N/NC(=O)c2cc(C34CC5CC(CC(C5)C3)C4)[nH]n2)cc1	7%	-1.6%
Cc1ccc(OCC(=O)Nc2cc(Cl)ccc2Cl)cc1	-2%	8.1%
COc1cccc(C2C(C#N)=C(N)Oc3c2oc(CO)cc3=O)c1OC (stereo not drawn)	-6%	2.0%
Cc1cccc(NC2=C(Cl)C(=O)N(c3cccc(Cl)c3Cl)C2=O)c1	5%	1.3%
CCN(CC)C(=O)c1ccc(C(=O)c2ccccc2)cc1	-1%	3.8%&-0.9%
CCCC1=NN2C(=N)/C(=C/c3ccc(-c4ccc([N+](=O)[O-])cc4C)o3)C(=O)N=C2S1	10%	-70%
CCn1c(SCC(=O)Nc2ccccc2C(=O)OC)nnc1-c1ccoc1C	-1%	0.6%
Cc1c(NC(=O)c2ccc(CN3CCc4ccccc4C3)cc2)c(=O)n(-c2ccccc2)n1C	-14%	6.0%
CC(C)(C)NCCOc1cc(Cl)ccc1Cl	2%	3.7%
COc1ccc(OC)c(S(=O)(=O)NCCc2ccccc2)c1	-20%	7.9%
CCn1c(SC(C)C(=O)OC)nnc1-c1c[nH]c2ccccc12 (stereo not drawn)	1%	-1.5%
Cc1ccc(C(=O)NNC(=O)c2ccc(O)cc2O)cc1	1%	1.8%
CCCn1c(CNc2ccc(Br)cc2)nc2ccccc21	-3%	8.7%
COc1cc2c(cc1C)/C(=N/OC(=O)c1ccc(OC)c(OC)c1)CCC2	2%	0.9%
Cc1nc(N)sc1C(=O)Nc1ccccc1	x	-3.4%
Cc1ccc2[nH]c(=S)cc(C)c2c1	-4%	3.8%
Cc1oc2cc(O)ccc2c(=O)c1Oc1ccccc1Br	-11%	0.6%
CC1=NN(c2ccccc2)C(=O)/C1=C/c1c(O)n(C)c(=O)n(C)c1=O	1%	2.1%
O=C1c2ccccc2C2(O)OC(c3ccccc3)=C(c3nc4ccccc4s3)C12O (stereo not drawn)	11%	0.8%

Later entries.
SMILES	MKP-3 inhibition	Hsp70 displacement
COc1ccc(CCNC(=S)NC(=O)/C=C/c2ccc(C)cc2)cc1OC	4%	1.0%
CC(C)n1c(SCc2cc(=O)[nH]c3ccccc23)nc2c1c(=O)n(C)c(=O)n2C	-2%	1.4%
Cc1cc(/C=N/NC(N)=O)c(C)n1-c1ccc(Cl)cc1	2%	-4.0%
O=C(c1ccc(CS(=O)(=O)Cc2ccc(Cl)cc2)o1)N1CCCC1	2%	-4.0%
Cc1ccc(NC(=O)CN(c2ccc(Cl)cc2)S(C)(=O)=O)c(C)c1	-2%	0.8%
COCC(O)CSc1c([N+](=O)[O-])nc(C)n1Cc1ccc(OC)c([N+](=O)[O-])c1 (stereo not drawn)	x	8.3%
CCCSc1nnc2nc3c(nn12)c1ccccc1n3C	-1%	2.7%
CSC1=NCCN1C(=O)c1ccco1	-2%	1.0%
CCOC(=O)c1ccc(CNS(=O)(=O)c2c(C)ccc3nsnc23)o1	-1%	x
CCN1CCN(C(=O)c2ccc3c(c2)N(Cc2ccc(F)cc2)C(=O)c2ccccc2S3=O)CC1 (stereo not drawn)	0%	3.4%

Arranged by molar mass (low to high): part of the list above.
SMILES	MKP-3 inhibition	Hsp70 displacement
Cc1ccc2[nH]c(=S)cc(C)c2c1	-4%	3.8%
CSC1=NCCN1C(=O)c1ccco1	-2%	1.0%
Cc1nc(N)sc1C(=O)Nc1ccccc1	x	-3.4%
CC(C)(C)NCCOc1cc(Cl)ccc1Cl	2%	3.7%
Cc1cc(/C=N/NC(N)=O)c(C)n1-c1ccc(Cl)cc1	2%	-4.0%
CCCSc1nnc2nc3c(nn12)c1ccccc1n3C	-1%	2.7%
COc1ccc(OC)c(S(=O)(=O)NCCc2ccccc2)c1	-20%	7.9%
CCn1c(SC(C)C(=O)OC)nnc1-c1c[nH]c2ccccc12 (stereo not drawn)	1%	-1.5%
CC1=NN(c2ccccc2)C(=O)/C1=C/c1c(O)n(C)c(=O)n(C)c1=O	1%	2.1%
CCCn1c(CNc2ccc(Br)cc2)nc2ccccc21	-3%	8.7%
Cc1oc2cc(O)ccc2c(=O)c1Oc1ccccc1Br	-11%	0.6%
Cc1ccc(NC(=O)CN(c2ccc(Cl)cc2)S(C)(=O)=O)c(C)c1	-2%	0.8%
COc1cc2c(cc1C)/C(=N/OC(=O)c1ccc(OC)c(OC)c1)CCC2	2%	0.9%
CCOC(=O)c1ccc(CNS(=O)(=O)c2c(C)ccc3nsnc23)o1	-1%	x
COc1ccc(CCNC(=S)NC(=O)/C=C/c2ccc(C)cc2)cc1OC	4%	1.0%
CC(C)n1c(SCc2cc(=O)[nH]c3ccccc23)nc2c1c(=O)n(C)c(=O)n2C	-2%	1.4%
COCC(O)CSc1c([N+](=O)[O-])nc(C)n1Cc1ccc(OC)c([N+](=O)[O-])c1 (stereo not drawn)	x	8.3%
O=C1c2ccccc2C2(O)OC(c3ccccc3)=C(c3nc4ccccc4s3)C12O (stereo not drawn)	11%	0.8%
Cc1c(NC(=O)c2ccc(CN3CCc4ccccc4C3)cc2)c(=O)n(-c2ccccc2)n1C	-14%	6.0%

Source: PubChem
